Screens (PubChem BioAssay)
yeast mec2-1 = NCI yeast anticancer drug screen, S. cerevisiae mec2-1 strain; % growth inhibition at 50 µM; 9% of 79,000 active; AID 157;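 also: 0% = growth of vehicle-only cultures of the same strain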
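mec2-1 yeast strain, carrying an alteration in DNA damage repair or cell cycle control, was exposed to compounds; growth inhibition was measured relative to vehicle-treated controls.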
yeast bub3 = NCI yeast anticancer drug screen, S. cerevisiae bub3 mutant strain; % growth inhibition at 50 µM; 9.9% of 78,000 active; AID 167;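 also: 0% = growth of vehicle-only cultures of the same strain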
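Mutant yeast screening strain plus compound; vehicle-treated cultures serve as the 0% inhibition reference.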
yeast sgs1 mgt1 = NCI yeast anticancer drug screen, S. cerevisiae sgs1 mgt1 strain | growth inhibition, % at 50 µM | 10% of 78,000 active;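 also: 0% = growth of vehicle-only cultures of the same strain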
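Percent growth inhibition was derived by comparing compound-exposed mutant yeast with vehicle-exposed cultures. The strain carries alterations in DNA damage repair.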
yeast mlh1 rad18 = NCI yeast anticancer drug screen, S. cerevisiae mlh1 rad18 strain. % growth inhibition at 50 µM. 11% of 79,000 active. AID 175;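 also: 0% = growth of vehicle-only cultures of the same strain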
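Growth inhibition of the yeast strain was measured after compound exposure and expressed relative to vehicle-treated controls. The strain carries defined defects in DNA damage repair.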
rad50 = NCI yeast anticancer drug screen, S. cerevisiae rad50 strain | AID 155 | growth inhibition, % at 50 µM | 10% of 79,000 active;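 also: 0% = growth of vehicle-only cultures of the same strain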
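Vehicle-treated cultures provide the reference for the growth inhibition reported for compound-exposed, repair-deficient yeast.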
cln2 rad14 = NCI yeast anticancer drug screen, S. cerevisiae cln2 rad14 strain. growth inhibition, % at 50 µM. 8.3% of 78,000 active;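 also: 0% = growth of vehicle-only cultures of the same strain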
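Compounds are applied to the cln2 rad14 yeast strain, and growth is then compared with that of vehicle-treated cultures to give inhibition.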
* hit, by the source's call; · = no result given; & = joins results of further samples; ! = repeats disagree. Rule as the data show it: active = growth inhibition above about 70%; inactive = the rest.

SMILES	yeast mec2-1	yeast bub3	yeast sgs1 mgt1	yeast mlh1 rad18	rad50	cln2 rad14
Clc1ccc2c(c1)[nH]c1c2nc2ccccn21	67&-11	79*!	86*!	80*!	83*!	78*!
CC(=O)Nc1ccc(NCC(=O)Nn2cnc3ccc(S(=O)(=O)Nc4ccc(NC(C)=O)cc4)cc3c2=O)cc1	-18	-1	17	7	6	21
O=c1[nH]c2ccccc2c2ccc(Br)cc12	-6	-3	-3	18	17	7
CCCCC(CC)COC(=O)C(C)O (stereo not drawn)	-5	1	8	16	20	13
CCCN(CCC)C(=O)c1c(Cl)c2cccnc2n2c(C)cnc12	20	15	27	31	5	19
CCCCNC(=O)c1cccc([N+](=O)[O-])c1	8	9	8	5	-6	7
COc1ccc2oc3cc(Cl)ccc3c(=O)c2c1	1	30	-9	14	5	4
O=CC(I)=C(c1ccccc1)c1ccccc1	92*	89*	86*	86*	89*	90*
O=c1[nH]c(=O)c2nc(-c3cccnc3)cnc2[nH]1	0	1	-10	7	3	2
CCN(CC)CCNc1ccc2ncn3c4ccc(OC)cc4c(=O)c1c23	-2	21	-35	34	4	19

In the list so far, two contain a carbonyl joined to an NH by a bond outside any ring:
SMILES	yeast mec2-1	yeast bub3	yeast sgs1 mgt1	yeast mlh1 rad18	rad50	cln2 rad14
CC(=O)Nc1ccc(NCC(=O)Nn2cnc3ccc(S(=O)(=O)Nc4ccc(NC(C)=O)cc4)cc3c2=O)cc1	-18	-1	17	7	6	21
CCCCNC(=O)c1cccc([N+](=O)[O-])c1	8	9	8	5	-6	7

Next section.
SMILES	yeast mec2-1	yeast bub3	yeast sgs1 mgt1	yeast mlh1 rad18	rad50	cln2 rad14
CCc1c(C)nc2[nH]ncn2c1=O	-2	7	11	7	11	-2
O=c1[nH]c(=O)n(CCCCOc2ccccc2)cc1-c1ccccc1	10	12	20	6	4	1
O=c1[nH]c2ccccc2c(=O)n1O	4	1	-9	6	3	-30
CC1=C(CO)C(=O)O[C@@H]([C@@H](C)[C@H]2CC[C@H]3[C@@H]4C[C@@H](O)C5=CC=CC(=O)[C@]5(C)[C@H]4CC[C@]23C)C1	46	61	86*	90*	71*	55
N#Cc1ccccc1C(Cl)(Cl)c1cnccn1	-7	0	-11	20	10	30
CS(=O)(=O)NCC1OC(n2cnc3c(N)ncnc32)C(O)C1O (stereo not drawn)	-9	30	19	2	12	-6
NC(Cc1cnc[nH]1)C(=O)NC(CO)C(=O)O (stereo not drawn)	-32	-27	-20	-24	10	-12
CC(C)N(CCCC#N)C(C)C	-12	-17	-5	8	10	10
CC(=O)OCN(C)N=Nc1ccc(C(C)=O)cc1	-11	21	-28	5	-5	-23
NC(=O)/N=N/C(N)=O	-1	21	14	28	11	15
O=C(O)c1ccccc1CCc1ccc2c(c1)Cc1ccccc1-2	19	22	12	24	7	-44
Brc1ccc2[nH]c3ccccc3c2c1	45	55	87*	90*	58	54
CN1CCC=C(C(C)(C)O)C1	-4	-1	-16	2	-4	11
CCc1cccc(CC)c1-n1nnc(C(=O)c2ccccc2)c1C(=O)OC	-10	0	15	32	8	14
Cc1nn(C(=O)c2c(-c3ccccc3)noc2C)c(C)c1N=Nc1cc(C(F)(F)F)cc(C(F)(F)F)c1	-9	-3	-3	1	-6	20
O=C1C2C3C=CC(O3)C2C(=O)N1CCN1CCCCC1 (stereo not drawn)	-5	-2	-1	-6	-1	6
O=CN/C=C/c1cc(O)ccc1O	21	-2	14	-11	-9	0
CCOC(=O)/C(=C\c1c[nH]c2ccccc12)P(=O)(OCC)OCC	-19	5	8	14	11	5
Oc1ccc(O)c(C2CCCCC2)c1	90*	89*	78*	95*	97*	50
NC(N)=N/N=C/c1c(Cl)nc2n1CCS2	-32	22	-10	-7	-7	4
O=C(O)C(Cc1c[nH]c2ccc(O)cc12)NCC1(O)OCC(O)C(O)C1O (stereo not drawn)	31	-3	-6	8	-11	-35
COCC(O)CSC(=N)N (stereo not drawn)	-12	12	-5	-9	-8	-5
CC[N+](C)(C)CC(O)(O)C(F)F	-33	-27	-17	-16	-28	2
Cc1ccc(NC(=O)NC23CC4CC(CC(F)(C4)C2)C3)cc1	4	-4	-34	-12	20	0
Cc1cccc(C(=O)c2cccc3ccccc23)c1C(=O)O	6	4	5	28	-12	-41
CCOC(=O)Nc1nc2ccccc2n1CN1CCN(c2ccccc2)CC1	8	45	-9	17	8	21
O=C1c2ccccc2C(=O)c2c1c([N+](=O)[O-])c1c(c2[N+](=O)[O-])OCO1	0	14	22	31	7	0
O=[N+]([O-])c1ccc(N2CCCC2)c([N+](=O)[O-])c1	-20	·	·	-7	-8	·
Fc1ccc(-c2ccc(Br)cc2)cc1	3	17	2	-4	4	-44
CCCCCCCCCCCC(=O)c1ccccc1	-13	4	-21	-1	-12	-44
Nc1c(O)nc[nH]c1=O	-3&-5	-10&5	-9&-9	-9&-17	-8&4	-39&-2
O=C(NCC1CC1)c1cccs1	-51	-22	-19	-50	-41	-24
CC(c1ccccc1)N1COc2cc3c(cc2C1)CN(C(C)c1ccccc1)CO3 (stereo not drawn)	0	-1	-7	7	-12	-28
CCc1cccc(C(C)(C)C)c1NC(=S)N/C=C(\c1ccccc1)S(=O)Cc1ccccc1 (stereo not drawn)	46	73*	68	70	68	33
NNC(=O)c1csnn1	-23	-24	-24	-7	-25	-25
CCOP(=O)(CCCOc1cc(Cl)c(Cl)cc1Cl)OCC	99*	94*	99*	99*	99*	94*
CCOC(=O)C1=C(C)NC(C)=C(C(=O)OCC)C1c1c(-c2ccccc2)noc1C	-2	1	2	12	7	-4
Cc1ccccc1NC(=O)CC#N	-12	-1	2	2	8	4
CCOC(=O)c1ccc(NC(=O)c2cnccn2)cc1	0	-20	-18	-2	-6	-15
C/C(=N\NC(=S)Nc1nccs1)c1nccc2ccccc12	-5	13	-2	-4	-2	38

Given field by field: part of the list above.
> Nc1c(O)nc[nH]c1=O
- yeast mec2-1 = -3&-5
- yeast bub3 = -10&5
- yeast sgs1 mgt1 = -9&-9
- yeast mlh1 rad18 = -9&-17
- rad50 = -8&4
- cln2 rad14 = -39&-2

> CCOC(=O)c1ccc(NC(=O)c2cnccn2)cc1
- yeast mec2-1 = 0
- yeast bub3 = -20
- yeast sgs1 mgt1 = -18
- yeast mlh1 rad18 = -2
- rad50 = -6
- cln2 rad14 = -15

(further entries)
SMILES	yeast mec2-1	yeast bub3	yeast sgs1 mgt1	yeast mlh1 rad18	rad50	cln2 rad14
Clc1ccccc1/C=C/c1ccnc2ccccc12	98*	98*	98*	98*	98*	97*
C[N+](C)(C)CCCc1ccc2oc3ccccc3c2c1	9	1	7	8	22	6
NC(=O)NC(Cc1ccccc1)(C(=O)O)c1ccccc1 (stereo not drawn)	6	24	36	20	7	-1
CC1(O)CCCCC1O (stereo not drawn)	-38	-14	-8	-15	-8	-21
C=CCSC(=S)NC	-8	-1	-3	8	-6	10
COc1ccc(/C=C/c2cc(O)cc(OC3OC(CO)C(O)C(O)C3O)c2)cc1O (stereo not drawn)	10	9	-6	11	-2	8
COC(=O)C1CC(c2ccc(Cl)cc2)=NO1 (stereo not drawn)	8	2	8	47	36	5
Cc1cnc(-c2ccccc2)o1	5	1	-5	-13	9	4
Cc1cc2c(=O)[nH]cnc2[nH]1	-1	14	-17	-1	-6	4
O=[N+]([O-])c1ccc(N=Nc2c3ccccc3c(O)n2CO)c([N+](=O)[O-])c1	0	15	8	7	38	-9
Oc1ccc2ccccc2c1CN(Cc1c(O)ccc2ccccc12)C1CCCCC1	3	23	4	27	59	-23
Cc1ccc(NC(=O)C2C3CC4OC(=O)C2C4C3)cc1 (stereo not drawn)	-4	19	12	-17	-11	1
CC(C)CCNc1ccccc1	-8	4	-10	0	2	-3
COc1cc(OC)c2nc(C)c3c(c2c1)NCC3	-5	13	-10	-18	-18	-17
O=C(Nc1cccc([N+](=O)[O-])c1)OCc1ccc2c(c1)OCO2	20	45	65	50	48	30
CC(=O)OC1=C(CC(C)C)C(=O)c2ccccc2C1=O	59	57	79*	73*	69	51
CCCCCC1C(O)C(=O)OC1(C(F)(F)F)C(F)(F)F (stereo not drawn)	18	-4	5	25	2	-28
O=[N+]([O-])c1ccc(Sc2c3ccccc3nc3ccccc23)nc1	98*	96*	98*	97*	98*	97*
CCOC(=O)C(O)(NC(=O)NC(O)(C(=O)OCC)C(F)(F)F)C(F)(F)F (stereo not drawn)	-35	-4	-65	-69	-10	10
O=C(NCCCNCCCCNCCCNC(=O)c1cc(-c2ccccc2)nc2ccccc12)c1cc(-c2ccccc2)nc2ccccc12	93*	92*	93*	90*	90*	91*

Next part; the last four above are carried over.
SMILES	yeast mec2-1	yeast bub3	yeast sgs1 mgt1	yeast mlh1 rad18	rad50	cln2 rad14
CCCCCC1C(O)C(=O)OC1(C(F)(F)F)C(F)(F)F (stereo not drawn)	18	-4	5	25	2	-28
O=[N+]([O-])c1ccc(Sc2c3ccccc3nc3ccccc23)nc1	98*	96*	98*	97*	98*	97*
CCOC(=O)C(O)(NC(=O)NC(O)(C(=O)OCC)C(F)(F)F)C(F)(F)F (stereo not drawn)	-35	-4	-65	-69	-10	10
O=C(NCCCNCCCCNCCCNC(=O)c1cc(-c2ccccc2)nc2ccccc12)c1cc(-c2ccccc2)nc2ccccc12	93*	92*	93*	90*	90*	91*
BrCN(CBr)c1ccc2c(c1)Cc1cc(Br)ccc1-2	28	26	65	74*	70*	-1
CC(C)(C)OC(=O)NCC(=O)OC/C=C/c1ccccc1	1	-4	7	6	-3	-8
Cc1csc2nc3c(cnn3C)c(=S)n12	-9	4	-21	2	12	24
Cc1c(N=Nc2cccc(F)c2)c(-c2ccccc2)nn1C(N)=S	99*	99*	99*	99*	99*	99*
Nc1ccccc1CC(O)C(=O)O (stereo not drawn)	52	84*	94*	93*	93*	14
COc1cc2ccnc(-c3nccc4cc(OC)c(OC)cc34)c2cc1OC	-15	0	-3	-2	-7	11
Cc1ccc(NC(=O)/C(Cc2cc(=O)oc3cc(O)ccc23)=N\NC(C)(C)C)cc1C	-10	-18	-22	-4	-4	-34
Cc1ccc(S(=O)(=O)N2CCCN(S(=O)(=O)c3ccc(C)cc3)CC2)cc1	-7	-13	-5	-7	16	-65
CN(C)CC1CCCCCCCCCC(CN(C)C)C1=O (stereo not drawn)	20	-21	-11	67	-26	-2
CC1=CC(c2ccccc2)n2c(nc3cc4ccccc4cc32)N1 (stereo not drawn)	0	-36	-22	-18	1	-20
COc1ccc2c(c1)C(=O)C1(C2)[C@H](c2ccccc2)C2C(=O)c3cc(OC)ccc3C2[C@H]1c1ccccc1 (stereo partly drawn)	-3	21	12	9	-20	-5
O=C(O)c1csc(C(=O)O)c1	-1	12	9	8	8	2
C[N+](C)(C)CC(=O)N/N=C(/Cc1nc2c3c(ccc2[nH]c1=O)C(=O)c1ccccc1C3=O)C(=O)Nc1ccc(Cl)c(Cl)c1	-7	8	-8	31	1	19
CC(=O)N(/C=C\c1sc2ccccc2[n+]1C)c1ccccc1	88*	91*	84*	91*	90*	90*
CCCCCCCCCCCC(=O)OCCCC	-4	-2	-7	14	6	-30
CCN(CC)C1CCC(C2c3cc4c(cc3OC(N3CCOCC3)C2C)OCO4)CC1 (stereo not drawn)	-18	8	-23	-22	-11	-63
CCCCCCCCCC1=NN(c2cccc(S(=O)(=O)N(C)c3ccccc3)c2)C(=O)C1	-6	-10	-7	-5	-8	-13
Nc1cccc(Cc2ccccc2)c1	-12	-5	18	-8	10	-14
CC1=Nc2ccc([N+](=O)[O-])cc2C1(C)C	5	-16	-8	-5	0	-2
S=C1N(C2CCCCC2)CCN1C1CCCCC1	2	17	10	20	24	-15
O=c1c(O)c(O)c1=O	-7	9	1	-16	1	1
Cc1ccc(C(=O)c2ccccc2)cc1C[N+](C)(C)C	3	-5	10	5	20	12
CN1CCC/C1=C/C(=O)c1ccc(Cl)cc1	6	53	66	-38	13	-2
C=CCN1C(=O)CC2[C@@H]3CCc4cc(O)ccc4C3CC[C@]2(C)C1=O (stereo partly drawn)	-13	8	-8	1	-1	23
CC12CC(OC(=O)[C@]1(C)O)[C@@H]([C@]1(O)CC[C@H]3[C@@H]4C[C@H]5O[C@]56[C@@H](O)C=CC(=O)[C@]6(C)[C@H]4CC[C@@]31C)C2 (stereo partly drawn)	14	-6	4	-56	12	13
CCOC(=O)C(Cc1ccc(N=NN(C)C)cc1)NC(=O)CC1c2ccccc2-c2ccccc21 (stereo not drawn)	7	48	21	8	14	-6
O=C(O)c1ccc(Br)cc1C(=O)c1ccccc1	9	6	-3	-20	1	12
CC1CCCC(C(O)(C(=O)O)C2CCCC(C)C2)C1 (stereo not drawn)	43	25	56	70	66	33
OC12c3ccccc3C1(N1CCOCC1)CCCCC21OCCCO1 (stereo not drawn)	-11	-24	-18	-5	13	10
CN(C)c1ccc(C2OC(=N)C(=S)N2C)cc1 (stereo not drawn)	-20	-10	-14	1	9	-5
CN(C)CCNc1ccc2ncn3c4ccc(O)cc4c(=O)c1c23	-10	-1	-11	-49	-17	28
NC(=S)c1ccc(N)cc1	4	8	2	-6	10	-29
